# From PubChem BioAssay
# M1 PAM parental: M1 PAM counterscreen hit in parental CHO-K1 cells; ATP EC20, Fluo-8 calcium fluorescence; 0% at ATP EC20, 100% at ATP max; activation, % at 3 µM; 360,000 compounds, 0.02% hits; AID 602247;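 active = activation above the run cutoff, the mean activation of all test compounds plus 3 SD, cut at about 40% in these data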;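 also: peak over basal fluorescence ratio in a 140 s read after ATP addition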
# CHO-K1 Ca antag: counter-screen for M1 antagonists: effect in parental CHO-K1 cells; ATP-induced calcium, Fluo-8 fluorescence; inhibition, % at 3 µM; 360,000 compounds, 0.6% hits;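 active = inhibition above a per-plate cutoff, the plate's mean sample inhibition plus 3 SD, cut at about 24% in these data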;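 also: 0% = DMSO plus EC80 ATP and 100% = DMSO alone without ATP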
# CHRM1 PAM: human CHRM1 positive allosteric modulation; 360,000 compounds, 0.088% hits; activation, % at 3 µM; AID 588819; CHO-K1 hM1, Fluo-8 calcium fluorescence, ACh EC20; 0% = ACh EC20, 100% = maximal ACh; P11229; in the data active = activation above about 19%, passing the limit was not always enough
# Target sequence (P11229 whole entry, looked up): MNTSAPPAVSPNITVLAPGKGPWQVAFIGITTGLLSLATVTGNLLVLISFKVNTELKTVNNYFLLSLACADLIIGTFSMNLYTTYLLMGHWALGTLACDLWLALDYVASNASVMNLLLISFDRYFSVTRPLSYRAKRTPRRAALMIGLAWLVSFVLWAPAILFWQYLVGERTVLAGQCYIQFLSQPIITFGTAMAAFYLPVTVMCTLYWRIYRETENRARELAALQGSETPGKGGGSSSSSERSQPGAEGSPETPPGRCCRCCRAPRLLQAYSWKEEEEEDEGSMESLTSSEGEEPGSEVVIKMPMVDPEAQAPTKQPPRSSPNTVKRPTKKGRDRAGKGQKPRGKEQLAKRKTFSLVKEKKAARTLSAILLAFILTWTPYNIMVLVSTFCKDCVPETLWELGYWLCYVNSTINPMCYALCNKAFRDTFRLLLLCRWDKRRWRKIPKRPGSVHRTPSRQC
# M1 antag: antagonists of human M1 muscarinic receptor; inhibition, % at 3 µM; CHO-K1 hM1, Fluo-8 calcium fluorescence, ACh EC80 antagonist; 360,000 compounds, 1.3% hits;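 active = percent inhibition above its own plate's cutoff, namely the mean of that plate's compound wells plus 3 SD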;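 also: peak over basal fluorescence ratio during 140 s after agonist addition; 0% = ACh EC80 plus DMSO and 100% = DMSO alone without agonist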
# TAAR1 antagonist: antagonists of human TAAR1; Q96RJ0; CHO RD-HGA16 TAAR1, Fluo-8 calcium fluorescence, antagonist; inhibition, % at 3 µM; 360,000 compounds, 1.5% hits; AID 624466;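 active = inhibition above a per-plate cutoff, the mean inhibition of test compounds on that plate plus 3 SD, cut at about 49% in these data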;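 also: 0% = DMSO plus EC80 beta-PEA response and 100% = DMSO alone without agonist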
# Target sequence (Q96RJ0 whole entry, looked up): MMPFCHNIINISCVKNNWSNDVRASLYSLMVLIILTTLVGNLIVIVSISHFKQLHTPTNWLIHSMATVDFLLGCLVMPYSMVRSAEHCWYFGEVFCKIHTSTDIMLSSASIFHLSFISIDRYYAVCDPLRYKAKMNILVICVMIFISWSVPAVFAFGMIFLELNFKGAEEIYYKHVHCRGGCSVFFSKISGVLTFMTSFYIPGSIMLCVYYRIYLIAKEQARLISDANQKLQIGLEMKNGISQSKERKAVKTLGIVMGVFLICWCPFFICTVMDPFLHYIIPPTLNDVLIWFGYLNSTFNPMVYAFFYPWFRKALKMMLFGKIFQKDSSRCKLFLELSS
#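 Material: RD-HGA16 CHO cells with stable hTAAR1 and Gα16; Dosing: single nominal final test compound concentration of 3 µM; Schedule: seeding 17-24 h prior, 75-min 37 °C, 30-min RT dye loading; Detection: kinetic Fluo-8 calcium fluorescence measurement; Measure: % inhibition from peak post-agonist over basal fluorescence ratio; Benchmarks: vehicle and agonist controls.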
# CHO-K1 Ca ag: counter-screen for M1 agonists: effect in parental CHO-K1 cells. Fluo-8 calcium fluorescence; scaled to maximal ATP response, vehicle zero. activation, % at 3 µM. 360,000 compounds, 0.48% hits. AID 602248; in the data active = activation above about 15%;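 also: untransfected CHO-K1 host cells lacking M1 receptor as counterscreen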
# CHO parental Ca: counter-screen for OX1R antagonists: effect in parental CHO cells; parental CHO-K1, ATP-induced calcium, Fluo-8 fluorescence; inhibition, % at 5.6 µM; 330,000 compounds, 0.63% hits; AID 463079;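 active = inhibition above that plate's mean sample inhibition plus 3 SD, cut at about 26% in these data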;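 also: 0% = ATP-challenged DMSO wells and 100% = DMSO wells without ATP; some compounds past the cut are filed as inactive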
#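 Test system: parental CHO cells; detection: calcium-sensitive Fluo-8 fluorescence; evaluation: percent inhibition of calcium signal; also added: ATP as calcium-mobilizing challenge; repeats: one well per compound; control set: ATP-challenged DMSO wells low, unchallenged DMSO wells high; compound: single nominal dose of 5.6 µM per compound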
# CHRM1 agonist: agonists of human M1 muscarinic receptor; P11229; CHO-K1 hM1, Fluo-8 calcium fluorescence, agonist mode; 0% DMSO, 100% acetylcholine EC100; activation, % at 3 µM; 360,000 compounds, 0.33% hits;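 active = activation above the run's mean compound activation plus 3 SD, cut at about 16% in these data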;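 also: peak over basal fluorescence ratio within a 140 s kinetic read after compound addition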
# TAAR1 ag: agonists of human TAAR1. Q96RJ0. CHO RD-HGA16 TAAR1, Fluo-8 calcium fluorescence; vehicle wells 0%, saturating PEA agonist 100%. activation, % at 3 µM. 360,000 compounds, 0.99% hits;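 active = activation above the mean activation of all test compounds in the run plus 3 SD, cut at about 38% in these data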
#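 Repeats: no replicates (n 1) | Material: CHO-derived RD-HGA16 cells with stable Gα16 and human TAAR1 | Technique: Kinetic Fluo-8 calcium fluorescence | Schedule: 17-24 h seeding, 75 min 37 °C dye, 30 min RT | Evaluation: % activation from peak over basal fluorescence ratio, DMSO-to-PEA scaled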
# An asterisk follows results filed as active; x = not tested or not shown.
SMILES,M1 PAM parental,CHO-K1 Ca antag,CHRM1 PAM,M1 antag,TAAR1 antagonist,CHO-K1 Ca ag,CHO parental Ca,CHRM1 agonist,TAAR1 ag
CCc1ccc(C(O)c2ncc(-c3ccccc3C(F)(F)F)[nH]2)cc1 (stereo unspecified),15.0,-10.9,3.1,-9.4,-4.0,1.9,x,1.3,0.7
c1ccc(C2CC(c3ccccc3)C(c3ccccc3)N2)cc1 (stereo unspecified),-3.6,0.3,-3.6,0.9,-22.9,-0.4,-14.4,-5.5,4.0
Cc1occc1C(=O)N/N=C/c1ccc(-c2ccccc2)cc1,-6.8,-8.0,6.6,-4.0,8.3,0.5,-8.2,0.5,0.5
Cc1[nH]c(=O)[nH]c(=O)c1S(=O)(=O)N1CCOCC1,9.5,-7.3,1.3,4.4,-22.9,0.4,-3.5,-1.0,2.6
CC(=C/c1ccccc1)/C=N/NC(=O)c1cc(C)oc1C,-6.3,7.1,-3.5,9.2,11.9,0.4,2.9,-3.8,-0.6
COC(=O)[C@@H]1C[C@H]2CC[C@H](O)C[C@H]2N1Cc1ccc(Cl)cc1,-6.3,-7.9,1.4,-0.5,-31.9,-0.3,-13.7,-3.0,2.2
CCCOC(=O)NC1CCS(=O)(=O)C1 (stereo unspecified),18.4,-8.9,7.9,-12.3,-17.9,0.7,-11.0,-2.5,8.6
CC1CCC(NC(=O)c2cc3c(=O)n(C)c4ccccc4c3n2C)CC1 (stereo unspecified),25.0,1.9,9.4,-15.7,14.1,0.7,-8.7,0.0,0.9
CCc1nnc(NC(=O)Cn2ccc(C(F)(F)F)n2)s1,-5.4,16.9,-3.9,3.1,8.0,-0.3,-11.8,-5.0,4.2
CCN(CC)C(=O)CC(c1ccc(N(C)C)cc1)c1c(OC)cc(OC)c2c(-c3ccccc3)cc(=O)oc12 (stereo unspecified),7.3,-11.6,-1.9,4.4,-3.9,0.4,-9.9,-7.6,0.8
Cc1ccc(NC(=O)CN2C(=O)CC(C)S(=O)(=O)c3ccccc32)cc1 (stereo unspecified),11.2,-9.2,1.8,-4.5,-15.5,1.5,-7.2,-1.6,1.3
Cc1ccc(NC(=O)c2cc(S(=O)(=O)N3CCCCC3)ccc2N2CCOCC2)cc1,11.2,-18.6,7.6,-18.5,-16.3,-0.2,x,-4.9,2.2
O=C(Nc1ccccc1)OCCOc1ccccc1Br,3.6,11.5,2.0,-4.8,-47.9,-0.3,x,-5.8,-2.6
COc1cc(C=O)cc(Br)c1OCC(N)=O,18.2,2.0,3.5,0.6,-2.0,-0.2,-4.3,-5.3,0.7
COCCCNc1nc2ccccc2nc1NS(=O)(=O)c1cccc(C)c1,4.3,-2.1,13.0,-9.4,-7.4,0.2,-5.1,-3.6,1.1
CC(C)(C)C(=O)Nc1cc(S(=O)(=O)Nc2ccc(Cl)cc2)ccc1O,-7.0,-5.0,8.5,-7.4,-1.6,0.6,-13.9,-2.0,-1.5
COc1ccc(-c2c(C#Cc3ccsc3)c3cc(-c4ccc5c(c4)OCCO5)ccc3n2C)cc1,-4.8,-4.0,-0.5,1.6,30.0,0.0,-1.1,-2.9,-0.2
COc1ccc(Cc2nnc(-c3ccc(F)cc3)o2)cc1OC,3.5,0.5,4.3,-9.2,2.5,0.8,2.4,2.6,0.3
Cc1cc2c(cc1C)N1C(=O)c3cc4ccccc4cc3NC(=O)C1C(=O)N2 (stereo unspecified),11.8,-7.7,9.0,-27.0,-8.1,0.5,x,-0.9,1.9
CC(C)Cn1c2c(c(O)c(C(=O)Nc3ncccc3O)c1=O)CCCC2,13.0,-5.1,10.7,-13.5,-11.0,0.1,0.8,-1.0,-1.3
COc1cc(C(=S)N2CCN(C(c3ccccc3)c3ccccc3)CC2)cc(OC)c1O,11.3,-6.3,7.0,-13.8,-27.3,0.9,x,-4.4,0.1
Cc1ccc(NC(=O)COC(=O)COc2ccc3ccc(=O)oc3c2)cc1[N+](=O)[O-],0.1,-10.8,5.9,-6.2,4.5,0.0,-6.5,-2.6,1.8
CN1CCN(S(=O)(=O)c2cccc(C(=O)N(C)Cc3c(F)cccc3Cl)c2)CC1,4.7,-17.5,14.8,-17.2,11.6,-0.4,-32.6,-9.1,0.8
O=Cc1cn(CC(=O)Nc2ccccc2)c2ccccc12,10.2,-9.8,2.0,-21.5,1.4,4.6,-3.1,2.7,5.6
O=C(Nc1ccc(N2CCCC2)cc1)c1cc([N+](=O)[O-])ccc1N1CCOCC1,-12.0,-2.5,1.6,1.2,-17.5,-0.2,-6.3,-4.9,-0.8
O=S(=O)(Nc1ccc(-c2nc3cccnc3s2)cc1)c1cccs1,8.9,-4.8,15.4,-12.2,-5.1,1.3,23.8,1.3,1.6
Cc1cc(N/N=C\c2ccccc2)nc(-c2ccccc2O)n1,12.8,3.6,-6.7,-6.8,45.8,-0.7,-39.0,-5.9,3.8
Cc1cccc(C(=O)N2CCCC(Nc3ccc(F)c(F)c3)C2)n1 (stereo unspecified),-12.8,-1.0,10.1,-17.9,-9.5,0.4,-18.7,-0.8,1.6
Cc1ccc2nc(SCc3ccccc3)c(C=O)c(=O)n2c1,28.5,-10.6,11.4,-12.3,-6.9,0.8,-8.0,0.4,5.5
Cc1ccc2occ(/C=N/NC(=O)c3ccccc3O)c(=O)c2c1,16.3,0.4,4.2,-0.3,-6.5,1.1,-6.5,-2.7,1.2
Cc1cccc(CN2CCN(CC(=O)NCCCN3CCCC3=O)C2=O)c1,-5.3,2.4,6.2,-4.7,-2.5,-0.4,-7.7,-1.9,8.6
O=C(OCC(=O)N1CCNC1=O)c1ccccc1Cl,-13.1,10.6,5.2,-3.1,-7.4,0.2,x,-0.4,1.0
O=C(N/N=C/c1cc(O)ccc1Br)c1cccnc1,-6.3,-0.5,-4.1,-0.2,10.4,1.5,3.2,0.2,10.5
Cn1cnc(S(=O)(=O)N2CCCCC2c2cc(C(=O)NCc3ccc(F)cc3)no2)c1 (stereo unspecified),20.6,-16.7,8.8,-12.6,-4.4,1.4,x,-3.4,0.9
O=C(Nc1ccc(N2CCOCC2)cc1)c1cc2ccccc2o1,2.7,-0.1,-2.6,8.5,31.5,4.5,-12.9,0.0,6.8
Cc1ccc(C(=O)N(C)Cc2ccc(N3CCOCC3)cc2)cc1S(=O)(=O)NCc1ccccc1,-5.1,-6.6,9.5,-8.3,1.6,2.2,-22.5,-1.2,1.4
CC(=O)N/C(=C\c1ccccc1)C(=O)OC(C)C(=O)c1ccccc1 (stereo unspecified),14.5,-6.3,8.6,-13.1,15.2,1.0,-9.3,0.5,-0.7
O=C(Nc1nnc(SCC(=O)N2CCCCC2)s1)c1ccccc1F,3.1,-10.5,11.3,-8.1,-15.6,0.6,-19.8,-2.1,-0.4
O=C(CSc1ccccc1)NC(=O)NCc1ccccc1,8.4,-7.8,-0.2,-8.6,-9.2,0.5,-6.7,-5.5,-0.4
COc1ccc(Br)c(C(=O)N2CCN(S(=O)(=O)/C=C/c3ccccc3)CC2)c1,12.3,-14.7,1.2,3.6,8.7,2.5,3.1,-7.0,0.6
COc1ccc(OC)c2[nH]c(=O)c(CCNS(=O)(=O)c3ccc(C)cc3)cc12,10.0,-7.4,-8.1,1.7,-17.3,-0.1,-15.8,-2.6,3.7
CC(=O)N1CCN(Cc2cc(=O)oc3ccccc23)CC1,14.7,-11.3,-11.6,2.2,-12.9,2.3,x,-1.8,1.5
Cc1cccc(NC(=O)C2CCN(C(=O)c3ccccc3C)CC2)n1,0.6,-8.0,5.5,0.0,9.9,0.2,-12.4,-3.8,1.4
CC(C)Cc1nnc(NS(C)(=O)=O)s1,20.9,-5.2,10.6,-10.0,-1.9,0.6,5.0,-3.6,6.7
COC(=O)Cn1cc(C(=O)c2cccs2)c2ccccc21,1.3,-11.7,9.6,-11.0,4.7,0.7,-12.6,-3.8,9.5
C=C(C)COc1ccc(-c2n[nH]c(C)c2Oc2ccccc2OC)c(O)c1,16.2,-3.2,3.2,-2.5,51.5*,0.7,-5.6,-3.5,-1.9
COCCn1c(SCC(=O)c2ccc3c(c2)OCCO3)nnc1-c1ccoc1C,-5.8,16.5,-3.7,9.5,-0.1,-0.1,-11.6,-6.3,9.8
CCCCCn1nnc2c(=O)oc3ccccc3c21,-7.5,9.0,20.1,-2.0,4.4,0.5,-10.2,-3.1,0.8
O=C(NCc1ccc(F)cc1)C1CCC(CNS(=O)(=O)c2cccs2)CC1 (stereo unspecified),-1.8,-2.6,13.1,-4.7,-3.5,2.2,-8.8,-4.7,9.5
COC(=O)C1CCN(C(=O)C2CCC(=O)N(CCc3cccc(F)c3)C2)CC1 (stereo unspecified),15.0,-3.0,13.2,-10.9,-4.5,0.6,-7.9,-1.3,-0.5
CN1CCN(C(=O)C2=C[C@H](c3ccc4c(c3)OCO4)C[C@H](OCCCCO)O2)CC1,21.9,-11.4,5.7,-7.1,8.2,1.7,-7.8,-6.1,4.0
Cc1cccc(C)c1-n1c(=O)n(Cc2ccccc2)c(=O)c2[nH]cnc21,-7.2,-6.8,1.0,-0.4,2.1,0.4,-15.9,-3.0,2.5
Cc1ccc(-c2nn(CC(=O)Nc3cccnc3)c(=O)c3ccccc23)cc1,10.7,-2.8,5.5,0.2,-18.4,-0.2,-21.1,-1.7,7.3
COc1ccc(CN2CCN(CC(O)Cn3c4ccccc4c4ccccc43)CC2)cc1 (stereo unspecified),9.5,-1.6,-19.1,8.4,7.2,7.3,12.2,-7.0,10.8
Cc1cc(Cl)ccc1OCC(=O)Nc1nc(-c2cccs2)cs1,8.6,-3.2,-12.9,8.0,46.8,0.0,-28.3,-5.2,18.6
CCN(CC)CCOC(=O)c1ccc(NC(=O)c2cccc(C)c2[N+](=O)[O-])cc1,23.5,-3.0,7.3,-6.0,15.2,0.7,-7.4,-10.5,3.4
CCOC(=O)N1CCN(C(=O)CN2C(=O)NC(C)(c3ccc4ccccc4c3)C2=O)CC1 (stereo unspecified),10.5,-9.8,4.0,-3.3,-13.1,-0.4,-20.7,0.9,12.1
Cc1ccc(NC(=O)CCNS(=O)(=O)c2cccc3nsnc23)cc1F,-14.1,-12.0,-4.4,10.1,-4.9,3.2,-5.8,-4.8,-0.1

# Single records, from the list above. Screens in order: M1 PAM parental, CHO-K1 Ca antag, CHRM1 PAM, M1 antag, TAAR1 antagonist, CHO-K1 Ca ag, CHO parental Ca, CHRM1 agonist, TAAR1 ag
# Cc1ccc(-c2nn(CC(=O)Nc3cccnc3)c(=O)c3ccccc23)cc1 is entered as 10.7, -2.8, 5.5, 0.2, -18.4, -0.2, -21.1, -1.7, 7.3
# Cc1cc(Cl)ccc1OCC(=O)Nc1nc(-c2cccs2)cs1 is entered as 8.6, -3.2, -12.9, 8.0, 46.8, 0.0, -28.3, -5.2, 18.6
